Source: PubChem (National Center for Advancing Translational Sciences (NCATS))
AMA1-RON2 inh = qHTS for Inhibitors of AMA1-RON; Towards Development of Antimalarial Drug Lead: Primary Screen; AlphaScreen AMA1-biotinylated RON2 peptide binding; Potency, µM (series often up to 58.2 µM), for inactives: top-dose activity change, negative = inhibition, actives largely listed as inhibitors; AID 720542, 2013; actives 0.2% (n = 360,000);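 also: potency is read from the fitted curve at half-maximal effect; 0% = vehicle wells and -100% = peptide control; nearly all actives have a fitted effect of over 45% in size; some results filed as inactive show a strong effect at the top dose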
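AMA1 (3D7) with his tag at 25 nM final met compounds first, then biotinylated RON2 peptide at 25 nM; detection used donor plus acceptor beads, 10 µg/mL apiece, read by AlphaScreen after 30 min at room temperature.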
Sm TGR block = qHTS Assay for the Inhibitors of Schistosoma Mansoni Peroxiredoxins. Schistosoma mansoni thioredoxin glutathione reductase (TGR), Q962Y6. purified TGR, DTNB reduction, TNB absorbance 405 nm. Potency, µM (titrated, usually from 114 µM), without a hit: top-dose activity change, negative = inhibition, hits mostly inhibitors. actives 3% (n = 360,000). AID 485364, 2010; also: potency is read from the fitted curve at half-maximal effect; nearly all actives have a fitted effect of over 60% in size
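Kinetic colorimetric format: TGR-catalysed, NADPH-driven DTNB reduction monitored via TNB absorbance. Enzyme dispensed at 20 nM; compound exposure 15 min at room temperature before reaction start.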
FBPA Giardia inh = qHTS Assay for Inhibitors of Fructose-1,6-bisphosphate Aldolase from Giardia Lamblia. A8B2U2. purified Giardia FBPA. Potency, µM (highest dose often 59.6 µM), for inactives: at the top dose activity, negative = inhibition, hits mostly inhibitors. actives 0.71% (n = 290,000); also: potency is read from the fitted curve at half-maximal effect; nearly all actives have a fitted effect of over 55% in size
Target sequence (A8B2U2 whole entry, looked up): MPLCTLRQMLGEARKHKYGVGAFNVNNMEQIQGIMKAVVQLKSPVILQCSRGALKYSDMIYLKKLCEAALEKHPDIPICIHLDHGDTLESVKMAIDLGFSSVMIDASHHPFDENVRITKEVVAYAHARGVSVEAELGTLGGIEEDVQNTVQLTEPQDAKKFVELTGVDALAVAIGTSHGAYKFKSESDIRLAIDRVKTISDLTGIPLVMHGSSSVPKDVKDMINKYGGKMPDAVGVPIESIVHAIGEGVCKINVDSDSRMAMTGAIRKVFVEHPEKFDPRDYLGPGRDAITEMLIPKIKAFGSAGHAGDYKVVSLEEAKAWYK
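40 nM FBPA preincubated 10 min at RT with compound (up to 57.5 uM final), then substrate plus GAPDH/TPI/NAD/arsenate coupling and diaphorase/resazurin added. Fluorescence read after 20 min at RT, 525/598 nm.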
HCMV antiviral = qHTS Assay for inhibitors of the human cytomegalovirus (HCMV) | HFF cells, HCMV-luciferase reporter, 72 h; active compounds read low | activity change, negative = inhibition, % at 57.5 µM | actives 4.5% (n = 410,000); in the data active = activity change below about -60%; inconclusive = no clear call, values can overlap the other calls; inactive = above about -39%
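Two compound doses tested in HFFs infected with HCMV-luciferase, MOI 1 PFU/cell, 72 h at 37C. Lysate luminescence read with OneGlo; data normalized against buffer-only and 10uM Salinomycin inhibitor controls.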
AmpC no deterg = qHTS Inhibitors of AmpC Beta-Lactamase (assay without detergent). AmpC nitrocefin hydrolysis, absorbance 480 nm, 0.0001% Triton. Potency, µM (top dose mostly 57.1 µM), for inactives: at the top dose activity change, negative = inhibition, most hits filed as inhibitors. actives 0.52% (n = 330,000);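 also: potency is read from the fitted curve at half-maximal effect; plate controls were no compound for no effect and no enzyme for full effect; nearly all actives have a fitted effect of over 20% in size; some results filed as inactive show a strong effect at the top dose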
Target sequence (P00811 whole entry, looked up): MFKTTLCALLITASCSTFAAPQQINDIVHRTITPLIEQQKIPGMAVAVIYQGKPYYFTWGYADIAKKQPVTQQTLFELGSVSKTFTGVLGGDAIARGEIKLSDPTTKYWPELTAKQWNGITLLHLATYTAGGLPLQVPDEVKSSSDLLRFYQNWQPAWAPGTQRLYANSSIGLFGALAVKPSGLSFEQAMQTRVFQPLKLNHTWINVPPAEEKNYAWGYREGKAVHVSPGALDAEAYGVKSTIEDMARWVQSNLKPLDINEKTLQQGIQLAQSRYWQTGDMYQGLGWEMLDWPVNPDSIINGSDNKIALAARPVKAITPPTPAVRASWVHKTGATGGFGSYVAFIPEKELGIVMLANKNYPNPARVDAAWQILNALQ
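20 mM phosphate pH 7.0 + 0.01% (detergent screen) or 0.0001% Triton X-100; 5.3 nM AmpC reagent; cpd preinc 15 min RT; nitrocefin (800 uM stock) to start; A480 q20 s × 4 min; Activity was normalised to no-enzyme and no-compound control wells.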
AmpC inh detg = qHTS Inhibitors of AmpC Beta-Lactamase (assay with detergent). Potency, µM (highest dose often 114 µM), for the others: at the highest dose activity change, negative = inhibition, most hits filed as inhibitors. AID 485294, 2010. AmpC hydrolysis of nitrocefin, absorbance 480 nm, 0.01% Triton. actives 0.041% (n = 370,000). P00811;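 also: potency is read from the fitted curve at half-maximal effect; 0% = no-compound wells and -100% = no-enzyme wells; nearly all actives have a fitted effect of over 25% in size; some results filed as inactive show a strong effect at the top dose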
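AmpC (5.3 nM in the dispensed reagent) in 20 mM phosphate pH 7.0 with 0.01% (detergent screen) or 0.0001% Triton X-100 was preincubated with compounds for 15 min at room temperature. Nitrocefin was then added from an 800 uM solution, and hydrolysis was followed at 480 nm.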
* marks the source's active call; other numbers are inactive results; ? = inconclusive; / = no result given; [ ] = remark or other dose. Unless noted, calls follow the shape of the dose curve; as a rule, active = well fitted curve in the direction sought with a large enough effect; inconclusive = small, poorly fitted or top-dose-only effect, or another doubt; inactive = no such curve, though single readings can be large; an effect the other way counts as inactive or inconclusive. Unless noted, % is scaled to controls: 0 for no effect and ±100 for the full control effect.

No. | Molecule | AMA1-RON2 inh | Sm TGR block | FBPA Giardia inh
1 | Cc1sc2ncn3c(C)nnc3c2c1C | 0% | -3%[11.4 µM] | 4%
2 | O=C(NCC1CC1)Nc1ccccc1 | 6% | 4% | 13%
3 | CCn1c(SCC(=O)Nc2cc(Cl)ccc2OC)nnc1C1CC1 | -1% | 21% | 7%
4 | Fc1ccc(-c2nnc(N3CCOCC3)c3ccccc23)cc1F | 6% | 0% | 21%
5 | O=C1CCC(C(=O)NC2(C(=O)NC3CCCCC3)CCCCC2)N1 (centres undefined) | -10% | -23% | 5%
6 | CCCCN(CCCC)S(=O)(=O)c1ccc(NC(=O)CN2CCOCC2)cc1 | -9% | -1% | 7%
7 | Cc1[nH]n2c(=O)c(C#N)c(-c3ccccc3)nc2c1-c1ccccc1 | 7% | 7% | 30%
8 | O=C(Cn1cnc2c(nnn2Cc2ccccc2)c1=O)NCC1CCCO1 (centres undefined) | 5% | 3% | 4%
9 | CCOC(=O)CC1CCCCN1C(=O)c1ccc2oc(CCc3ccccc3)nc2c1 (centres undefined) | 11% | -5% | 5%
10 | COc1ccc(NC(=O)CSc2nc3scc(C)c3c(=O)[nH]2)cc1 | 2% | -1% | -14%
11 | O=C(CP(=O)(c1ccccc1)c1ccccc1)N1CCOCC1 | 2% | 1% | 7%
12 | CCc1ccc(OCc2ccc(C(=O)O)o2)cc1 | 9% | 35µM* | 15%

No. | HCMV antiviral | AmpC no deterg | AmpC inh detg
1 | 33 | -11% | -10%
2 | 19 | 0% | -9%
3 | 18 | 23% | -8%
4 | -32 | 13% | -5%
5 | -29 | -10% | 2%
6 | -15 | 170%[activator] | -1%
7 | -2 | -15% | -4%
8 | ? | -9% | ?
9 | -35 | 118%[activator] | -7%
10 | 19 | -38% | -3%
11 | -4 | -9% | -1%
12 | -20 | -18% | 1%

(more compounds)
No. | Molecule | AMA1-RON2 inh | Sm TGR block | FBPA Giardia inh
13 | COC(=O)C1=C(c2c(C)noc2C)C[C@@H]2CC[C@H]1N2C(=O)NCc1ccc(F)cc1 | 28% | -9% | /
14 | CCOC(=O)c1c(S(=O)(=O)N2CCc3ccccc32)c(C)n(C)c1C | -8% | -13% | -1%
15 | Cc1cc(NC(=O)c2cccc(COc3ccc(Br)cc3)c2)no1 | 5% | 2% | 0%
16 | N#Cc1nc(Cc2ccccc2)oc1N1CCN(c2ccccc2)CC1 | ? | 13% | 8%
17 | Cc1ccc(C)c(NC(=O)CSc2nnc([C@@H](N)Cc3ccccc3)o2)c1 | 50%[activator] | -29% | -5%
18 | O=C(CSc1nnc(CNC(=O)c2c(F)cccc2Cl)o1)Nc1ccc2c(c1)OCO2 | 4% | -12% | 0%
19 | O=C(CSc1nc(-c2cccc(Cl)c2)nc2cc(=O)[nH]n12)Nc1ccccc1 | / | -1% | /
20 | COc1cc(/C=C/C(=O)OCC(=O)NC2CC2)cc(S(=O)(=O)N2CCc3ccccc32)c1OC | -13% | -6% | -1%
21 | COc1ccccc1NC(=O)CN1CCC(c2nc3ccccc3[nH]2)CC1 | 15% | 2% | 25%
22 | COc1ccc(-c2noc(-c3ccc(NCc4cccnc4)c([N+](=O)[O-])c3)n2)cc1 | / | -14% | /
23 | Cc1ccc(CNC(=O)CSc2nc3[nH]ncc3c(=O)[nH]2)cc1 | -5% | 5% | 0%
24 | OCC1(Cc2ccc(Cl)cc2)CCN(Cc2ccc(Oc3ncccn3)cc2)CC1 | 18% | -3%[57.1 µM] | 1%

No. | HCMV antiviral | AmpC no deterg | AmpC inh detg
13 | -11 | -4% | 5%
14 | 23 | -12% | -4%
15 | 127 | -17% | 3%
16 | -18 | -43% | -7%
17 | -1 | -5% | -10%
18 | 6 | -6% | 1%
19 | 0 | / | 3%
20 | ? | 172%[activator] | ?
21 | 9 | -9% | -1%
22 | -30 | / | -8%
23 | 61 | -19% | -18%
24 | 8 | 93%[activator] | 1%

Later entries:
No. | Molecule | AMA1-RON2 inh | Sm TGR block | FBPA Giardia inh
25 | CS(=O)(=O)c1cnc(-c2ccccc2)nc1Sc1ccc(F)cc1 | 4% | 10% | -9%
26 | CCOc1ccc(-c2nnc3n2N=C(c2ccc(OC)cc2)CS3)cc1 | 2% | 3% | 2%
27 | CCOC(=O)CSC1=C(C#N)C(C)C2=C(CCCC2=O)N1 (centres undefined) | -1% | -30% | 16µM*
28 | O=C(CN1C(=O)CCC1=O)Nc1nc(-c2ccccn2)cs1 | 7% | -10% | ?
29 | CN(C)S(=O)(=O)c1cc(NC(=O)COC(=O)C2CSC3(C)CCC(=O)N23)ccc1Cl (centres undefined) | 4% | -16% | -3%
30 | COc1ccc(-c2nc3ccc(C(=O)NCc4ccc(C)cc4)cc3nc2-c2ccc(OC)cc2)cc1 | / | 7% | /
31 | CCn1nc(CC(=O)Nc2nnc(CC(=O)N3CCOCC3)s2)c2ccccc2c1=O | 11% | 10% | 4%
32 | O=C(C1CCN(c2nnc(N3CCCC3=O)s2)CC1)N1CCN(Cc2ccc3c(c2)OCO3)CC1 | -5% | -6% | -1%
33 | CC1CCN(c2nc3c(S(=O)(=O)c4ccccc4)nnn3c3ccc(Cl)cc23)CC1 | / | -1% | /
34 | CCc1cccc(C)c1NS(=O)(=O)c1cc(Br)cnc1N | 11% | -5% | /
35 | CC(=O)c1ccc(OCCNS(=O)(=O)c2ccc(-n3cnnn3)cc2)cc1 | -7% | 3% | -3%
36 | COc1ccc(CCN2C(=O)CC(NC34CC5CC(CC(C5)C3)C4)C2=O)cc1OC (centres undefined) | -3% | 40µM* | 0%

No. | HCMV antiviral | AmpC no deterg | AmpC inh detg
25 | 115 | -10% | 5%
26 | 19 | -20% | 0%
27 | 12 | -13% | -6%
28 | -62* | -11% | ?
29 | 51 | 13% | ?
30 | 13 | / | -1%
31 | 41 | -1% | -11%
32 | 22 | 168%[activator] | ?
33 | -7 | / | 3%
34 | 10 | -25% | 1%
35 | 5 | -24% | -14%
36 | -28 | 101%[activator] | -5%

By substructure: the entries above with bromine.
No. | Molecule | AMA1-RON2 inh | Sm TGR block | FBPA Giardia inh
15 | Cc1cc(NC(=O)c2cccc(COc3ccc(Br)cc3)c2)no1 | 5% | 2% | 0%
34 | CCc1cccc(C)c1NS(=O)(=O)c1cc(Br)cnc1N | 11% | -5% | /

No. | HCMV antiviral | AmpC no deterg | AmpC inh detg
15 | 127 | -17% | 3%
34 | 10 | -25% | 1%

Reprinted at random: 4 records from the list, in no set order.
No. | Molecule | AMA1-RON2 inh | Sm TGR block | FBPA Giardia inh
26 | CCOc1ccc(-c2nnc3n2N=C(c2ccc(OC)cc2)CS3)cc1 | 2% | 3% | 2%
30 | COc1ccc(-c2nc3ccc(C(=O)NCc4ccc(C)cc4)cc3nc2-c2ccc(OC)cc2)cc1 | / | 7% | /
29 | CN(C)S(=O)(=O)c1cc(NC(=O)COC(=O)C2CSC3(C)CCC(=O)N23)ccc1Cl (centres undefined) | 4% | -16% | -3%
32 | O=C(C1CCN(c2nnc(N3CCCC3=O)s2)CC1)N1CCN(Cc2ccc3c(c2)OCO3)CC1 | -5% | -6% | -1%

No. | HCMV antiviral | AmpC no deterg | AmpC inh detg
26 | 19 | -20% | 0%
30 | 13 | / | -1%
29 | 51 | 13% | ?
32 | 22 | 168%[activator] | ?

(listing goes on)
No. | Molecule | AMA1-RON2 inh | Sm TGR block | FBPA Giardia inh
37 | COc1ccc(OCc2cc(C(=O)NC3CCOCC3)no2)c2ccccc12 | -8% | ? | /
38 | O=C(CC1(O)C(=O)N(CCc2ccccc2)c2ccc(Br)cc21)c1ccc(F)cc1 (centres undefined) | / | -2% | /
39 | COc1ccc(NCC(=O)Nc2cc(S(=O)(=O)N3CCOCC3)ccc2N2CCOCC2)c(OC)c1 | -1% | 3% | -3%
40 | CN1CCN(C(=O)CC2(CC(=O)O)CCCC2)CC1 | -2% | 2% | -2%
41 | O=C(CCN1C(=O)/C(=C/c2ccccc2F)SC1=S)Nc1cccnc1 | -21% | -24% | 0%
42 | Cc1ccc(OCC(=O)O/N=C(\N)c2cccnc2)cc1 | -2% | 6% | -1%
43 | Cc1ccc(C2C(C#N)=C(N)Oc3cc(C)oc(=O)c32)o1 (centres undefined) | 8% | ? | 1%
44 | O=C(CNC(=O)c1cccc(Br)c1)NCCc1nc2ccccc2[nH]1 | 6% | 10% | 0%
45 | O=C(Nc1ccccc1C(=O)OCc1cc(=O)n2c3c(sc2n1)CCCC3)c1ccc(Cl)cc1 | / | -2% | /
46 | Cc1ccc(-c2cc(-c3ccc(F)cc3)n[nH]2)c(O)c1 | 88%[activator] | 4% | 0%
47 | Clc1ccc(-c2nc3ccncc3[nH]2)cc1 | -21% | -1% | -5%
48 | CCOc1ccc(-c2nn(CC(=O)NC3CCCCC3)c3c2cnc2ccc(C)cc23)cc1 | / | -2% | /

No. | HCMV antiviral | AmpC no deterg | AmpC inh detg
37 | 25 | 112%[activator] | 3%
38 | -19 | / | ?
39 | -37 | 69%[activator] | 7%
40 | 3 | -41% | ?
41 | -27 | -23% | -2%
42 | 26 | -18% | 2%
43 | -1 | -8% | 0%
44 | -36 | -3% | ?
45 | ? | / | -9%
46 | 106 | -26% | -7%
47 | 21 | -20% | ?
48 | 3 | / | 23%

Next compounds.
No. | Molecule | AMA1-RON2 inh | Sm TGR block | FBPA Giardia inh
49 | CC(C)[C@H](NC(=O)Nc1ccc2c(c1)OCCO2)C(=O)O | -8% | -1% | 0%
50 | Cc1cc(=O)[nH]c(=O)n1Cc1ccccc1 | -2% | 7% | 5%
51 | COC(=O)CC1=Nc2ccccc2NC(=O)C1 | -5% | -16% | 2%
52 | COCC(C)n1c(SCC(=O)NCCC2=CCCCC2)nc2ccccc2c1=O (centres undefined) | 0% | 0% | -5%
53 | O=C(Cc1ccc(O)cc1)N/N=C/c1cccnc1 | 34%[activator] | -30% | /
54 | NCC(O)CN(c1ccccc1)c1ccccc1 (centres undefined) | 0% | 0% | 4%
55 | COc1ccc(-c2csc(NC(=O)Cc3cc(OC)c(OC)c(OC)c3)n2)cc1OC | -16% | 1% | -5%
56 | Cc1nc2ccc(S(=O)(=O)NCC(=O)Nc3cccc(F)c3)cc2s1 | -3% | 12% | 1%
57 | COc1ccc(OC)c(CNC(=O)c2ccc(C)c(NC(=O)c3nsc4ccccc34)c2)c1 | / | 5% | /
58 | CCOC(=O)NC1(C(F)(F)F)NC(=O)N(c2ccc(C)c(C)c2)C1=O (centres undefined) | / | -2% | /
59 | COc1cc(OC)cc(C(=O)NNC(=O)c2cc3c(s2)CCCC3)c1 | -3% | -6% | 4%

No. | HCMV antiviral | AmpC no deterg | AmpC inh detg
49 | 30 | -11% | -6%
50 | 11 | -10% | 0%
51 | 20 | -16% | 3%
52 | -14 | 105%[activator] | -13%
53 | 55 | -7% | 5%
54 | -23 | 80%[activator] | -7%
55 | ? | 109%[activator] | -13%
56 | -11 | -16% | -1%
57 | 37 | / | 20%
58 | -13 | / | ?
59 | -12 | -10% | -6%
